High-throughput results deposited in PubChem by Broad Institute.
dFosB act = activators of delta FosB homodimer, primary screen, biochemical, fluorescence polarization, TAMRA-CDK5 oligo, single point | Protein FosB (Mus musculus), P13346 | purified delta FosB; percent of positive-control signal above neutral wells | activation, % at 25 µM | 340,000 compounds, 0.99% hits;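 active means mean activation above about 17%, with every replicate also reaching it, limit read from the data, passing the limit was not always enough; inconclusive means only one of the two conditions met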;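 further: fluorescence polarization rise as delta FosB binds a TAMRA Cdk5 AP-1 oligo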
Target sequence (P13346 whole entry, looked up): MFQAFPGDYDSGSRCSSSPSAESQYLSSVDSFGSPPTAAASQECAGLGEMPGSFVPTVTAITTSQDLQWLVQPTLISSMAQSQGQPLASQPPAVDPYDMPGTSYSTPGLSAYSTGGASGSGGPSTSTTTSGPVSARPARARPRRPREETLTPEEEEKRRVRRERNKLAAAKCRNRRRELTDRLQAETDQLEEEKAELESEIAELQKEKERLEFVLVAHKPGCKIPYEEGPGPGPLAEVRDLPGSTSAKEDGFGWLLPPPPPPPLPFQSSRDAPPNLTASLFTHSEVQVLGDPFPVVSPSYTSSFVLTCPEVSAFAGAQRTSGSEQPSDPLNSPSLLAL
NSD2 inh = NSD2 histone methyltransferase inhibitors, primary screen, biochemical, AlphaScreen, single concentration, set 2. Histone-lysine N-methyltransferase NSD2 (Homo sapiens), O96028. NSD2 peptide methylation, 120 min. inhibition, % at 12.5 µM. 310,000 compounds, 0.54% hits; in the data active means inhibition above about 50%
PvdQ acylase = P. aeruginosa PvdQ acylase inhibitors, primary screen, biochemical, fluorescence, plate reader and imaging, single point; PvdQ acylase [Pseudomonas aeruginosa LESB58]; inhibition, % at 10 µM; purified PvdQ acylase; 340,000 compounds, 0.063% hits; in the data active means inhibition above about 30%, passing the limit was not always enough; inconclusive means no clear call, values can overlap the other calls;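 further: 0% = vehicle neutral wells and 100% = reference inhibitor wells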
SR-BI HDL uptake = inhibitors of SR-BI mediated HDL lipid uptake, primary screen, ldlA[mSR-BI] cells, fluorescence, single point; Scavenger receptor class B member 1 (Mus musculus), Q61009; ldlA[mSR-BI] CHO cells, DiI-HDL uptake fluorescence, 3 h; inhibition, % at 12.5 µM; 320,000 compounds, 0.96% hits;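 active means mean replicate inhibition of at least 70% and a set share of replicates each scoring 70 or more; inconclusive means meets just one of the two criteria; inactive means fails both criteria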;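 further: 0% = median of neutral control wells and 100% = median of positive control wells; values of inactives mirror those of a sister screen read the other way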
Target sequence (Q61009 whole entry, looked up): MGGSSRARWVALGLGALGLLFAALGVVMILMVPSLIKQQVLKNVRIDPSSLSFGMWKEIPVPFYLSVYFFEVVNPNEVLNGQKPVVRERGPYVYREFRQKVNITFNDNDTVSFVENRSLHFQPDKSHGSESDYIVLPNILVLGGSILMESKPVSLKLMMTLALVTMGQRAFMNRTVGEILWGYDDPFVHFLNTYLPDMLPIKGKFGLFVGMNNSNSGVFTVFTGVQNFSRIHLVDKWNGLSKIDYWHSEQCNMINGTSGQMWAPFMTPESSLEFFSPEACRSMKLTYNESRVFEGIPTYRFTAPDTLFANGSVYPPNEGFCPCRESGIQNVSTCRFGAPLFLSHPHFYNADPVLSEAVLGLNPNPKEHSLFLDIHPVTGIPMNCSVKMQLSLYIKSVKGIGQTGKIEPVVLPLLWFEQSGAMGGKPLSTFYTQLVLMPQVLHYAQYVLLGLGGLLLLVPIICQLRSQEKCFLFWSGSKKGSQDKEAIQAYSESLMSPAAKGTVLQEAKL
CAL PDZ FP-1 = CAL PDZ peptide-binding inhibitors, primary screen, biochemical, fluorescence polarization, Cer-tagged CAL PDZ, HTS | Golgi-associated PDZ and coiled-coil motif-containing protein (Homo sapiens), Q9HD26 | AID 504414, 2011 | 330,000 compounds, 0.02% hits | inhibition, % at 20 µM | purified CAL PDZ, TMR-peptide fluorescence polarization, 1 h;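 active means highest replicate inhibition of at least 40%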;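 further: plate controls were DMSO neutral control wells for no effect and unlabeled competitor peptide control wells for full effect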
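Material: tagged CAL PDZ domain; buffer or medium: 25 mM sodium phosphate pH 7.4, 150 mM NaCl, TCEP, IgG, Thesit; compound dosing: single point, 20 µM; schedule: 1 h incubation at room temperature before polarization reading; measured by: FP readout, S and P plane fluorescence; read-out basis: percent inhibition from loss of millipolarization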
PfHsp90 yeast 2 = growth inhibition of PfHsp90-expressing yeast, primary screen, antimalarial PfHsp90 inhibitor project, S. cerevisiae, BacTiter-Glo luminescence, single point, set 2; BacTiter-Glo ATP, 48 h; yeast lacking PDR1 and PDR3 efflux regulators; inhibition, % at 9.4 µM; 310,000 compounds, 0.32% hits; AID 504621, 2011;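 active means every replicate shows inhibition above about 80%, whatever the replicate mean, limit read from the data; inconclusive means mean inhibition reaches the set limit but some replicate falls short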;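 further: 0% = DMSO neutral controls and 100% = 20 µM radicicol positive controls; yeast relying on Plasmodium falciparum Hsp90 in place of its own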
CAL PDZ FP-2 = untagged CAL PDZ binding inhibitors, primary screen, biochemical, fluorescence polarization, HTS; purified CAL PDZ, TMR-peptide fluorescence polarization, 1 h; inhibition, % at 24.9 µM; AID 602252, 2012; 300,000 compounds, 0.92% hits; Golgi-associated PDZ and coiled-coil motif-containing protein (Homo sapiens), Q9HD26;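 active means mean inhibition of at least 30% with at least half of replicates also reaching 30%; inconclusive means no clear call, values can overlap the other calls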;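 further: 0% = DMSO neutral control and 100% = excess unlabeled competitor peptide PRC23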
MITF act = activators of MITF-driven TRPM1 promoter reporter, primary screen, cell-based, SK-MEL-5, luciferase, single point; SK-MEL-5 TRPM1-promoter luciferase, 24 h; % of positive control, neutral wells = 0; activation, % at 12.5 µM; 300,000 compounds, 0.75% hits; AID 588334, 2011;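 active means mean activation of at least 80% with every replicate also reaching 80%; inconclusive means mean reaches 80% but some replicate falls short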;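 further: 0% = neutral control wells and 100% = parthenolide positive control wells; values of inactives mirror those of a sister screen read the other way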
SR-BI uptake up = activators of SR-BI mediated DiI-HDL uptake, primary screen, ldlA[mSR-BI] CHO cells, DiI fluorescence | AID 504775, 2011 | activation, % at 12.5 µM | 3 h; 100 = double the neutral-control signal | 320,000 compounds, 0.096% hits;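 active means mean replicate activation of at least 60% and every replicate at or above 60%; inconclusive means mean or all-replicate condition met, but not both; inactive means mean below 60% and not all replicates reaching 60%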;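 further: 0% = median plate neutral-control signal and 100% = twice that signal; values of inactives mirror those of a sister screen read the other way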
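Test system: SR-BI-overexpressing, LDLR-lacking CHO cells; Medium: Ham's F12 with 0.5% BSA, HEPES 25 mM, pH 7.4; Schedule: 3 h, 37 °C; Technique: bottom-read fluorescence, 550/595 nm.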
Rtt109 HAT inh = inhibitors of C. albicans Rtt109/Vps75 HAT, primary screen, biochemical, ThioGlo CoA-SH fluorescence, plate reader; purified Rtt109/Vps75, 4 h; inhibition, % at 34.9 µM; AID 540336, 2011; 330,000 compounds, 0.16% hits;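 active means inhibition of at least 50% in every replicate; inconclusive means best replicate reaches 50% inhibition but some replicates fall short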
Starred values were filed as active, the others as inactive; u = inconclusive; x = no result given.

No.	SMILES	dFosB act	NSD2 inh	PvdQ acylase	SR-BI HDL uptake	CAL PDZ FP-1
1	COc1cccc(N(C(=O)Cc2cccs2)C(C(=O)NC2CCCC2)c2ccncc2)c1 (configuration not stated)	-14	3	-13	-5	-2.6
2	COc1ccc(CNC(=O)COC(=O)CCn2c(C)csc2=O)cc1OC	-4	1	-4	-45	-2.7
3	O=C1CN(C(=O)CSc2nc3ccccc3c(=O)n2CCCN2CCOCC2)c2ccccc2N1	-8	0	-14	x	-1.1
4	O=C(/C=C/c1ccc(F)cc1)N1CCN(c2ccccn2)CC1	-1	1	2	-4	-2.8
5	Cc1ccc(C(=O)Nc2sc(C)c(C)c2C(=O)c2ccccc2)cc1	-6	2	-11	43	-2.1
6	COc1ccc(-c2cc3nc(C)c(CCC(=O)NCc4ccc(F)cc4)c(C)n3n2)c(OC)c1	-11	-2	-10	41	-2.5
7	O=S(=O)(/C=C/c1ccccc1)N1CCN(c2ccc(F)cc2)CC1	-3	0	-8	16	-0.5
8	COC(=O)c1cccc(NC(=S)N2CCN(C)CC2)c1	3	-3	-1	-35	-0.1
9	COc1ccc(C(=O)N2CCN(CCc3ccccn3)CC2)cc1	2	x	16	0	0.9
10	CC(C)(C)n1nnnc1C(c1cccnc1)N1CCN(C(=O)c2ccco2)CC1 (configuration not stated)	-7	15	-4	-1	-2.1

No.	PfHsp90 yeast 2	CAL PDZ FP-2	MITF act	SR-BI uptake up	Rtt109 HAT inh
1	20	-3	13	5	7
2	x	-1	-3	45	4
3	-31	-3	-12	x	5
4	4	-7	1	4	10
5	8	-3	1	-43	-14
6	12	-4	-8	-41	x
7	-27	-4	x	-16	-2
8	21	-6	x	35	-9
9	4	-5	-15	0	-2
10	-21	-15	-3	1	2

Carrying on.
No.	SMILES	dFosB act	NSD2 inh	PvdQ acylase	SR-BI HDL uptake	CAL PDZ FP-1
11	O=C(NCC1CCCO1)c1ccc(OC2CCN(C(=O)C3CC3)CC2)cc1 (configuration not stated)	0	-3	-8	-1	-0.6
12	O=C(CN1CCN(c2ccc(F)cc2)CC1)Nc1ccccc1C(=O)NCCc1ccccc1	-16	1	-15	3	-0.2
13	CCS(=O)(=O)Nc1ccc(C2=NN(C(=S)Nc3ccccc3)C(c3ccco3)C2)cc1 (configuration not stated)	-9	27	-7	27	-0.8
14	CC(=O)c1cccc(NC(=O)c2csc3c2CCCCC3)c1	-5	-1	-10	50	-1.5
15	CN1CCN(c2ccc(NC(=S)NC(=O)c3cccc4ccccc34)cc2)CC1	-2	7	-19	8	-2.2
16	Cc1cccc(NC(=O)COc2coc(CN3CCc4ccccc4C3)cc2=O)c1	-11	0	5	25	-2.8
17	O=C(CN1CCSC1=O)N1CCN(S(=O)(=O)c2ccc(Cl)cc2)CC1	1	1	-3	-21	0.3
18	N#Cc1ccccc1NC(=O)CSc1cn[nH]n1	2	1	-8	x	-0.9
19	O=C(CC1C=CCC1)Nc1ccccc1 (configuration not stated)	1	-2	-4	-10	-1.7
20	C#CCN1c2ccccc2Sc2cccnc21	6	-3	-9	x	-2.7

No.	PfHsp90 yeast 2	CAL PDZ FP-2	MITF act	SR-BI uptake up	Rtt109 HAT inh
11	12	0	6	13	-4
12	0	x	0	-3	-2
13	-13	-3	32	-27	4
14	-39	-2	15	-50	8
15	23	-3	-63	-8	u
16	-4	-1	-3	-25	31
17	5	-8	5	21	-6
18	35	x	-6	x	-4
19	14	0	14	10	0
20	-16	-1	-10	x	x

(listing goes on)
No.	SMILES	dFosB act	NSD2 inh	PvdQ acylase	SR-BI HDL uptake	CAL PDZ FP-1
21	O=C(N/N=C/c1cccc(O)c1)c1cc2c(ccc3ccccc32)o1	37*	0	-2	0	-1.5
22	COc1ccc(-c2cc(=O)oc3cc(OCC(=O)N4C[C@H]5C[C@@H](C4)c4cccc(=O)n4C5)ccc23)cc1	-13	x	-2	-20	-2.0
23	Cc1cc(C)cc(-n2cnc3cc(C(=O)O)ccc32)c1	0	28	5	13	-0.8
24	CCCOc1cccc(C(=O)N/N=C/c2ccoc2)c1	1	0	7	4	0.1
25	Cc1ccc(NC(=S)N2CCN(C)CC2)c(C)c1	1	x	-7	2	-0.6
26	O=C(N/N=C/c1ccc(O)c(O)c1)c1cccc(S(=O)(=O)N2CCCC2)c1	-6	16	3	5	-3.5
27	CCN(CC)C(=O)Oc1ccc2oc(=O)cc(-c3cc4cccc(OC)c4o3)c2c1	-9	-3	-4	19	-6.1
28	CCCCOC(=O)c1ccc(NC(=O)c2cc(Cl)c(Cl)cc2C(=O)O)cc1	6	4	6	2	0.2
29	Cn1c(NCc2ccco2)nc2c1c(=O)n(Cc1ccc(Br)cc1)c(=O)n2C	-3	1	-14	10	-2.0
30	Cc1oc2cc3oc(=O)c(CCC(=O)NCCC(=O)O)c(C)c3cc2c1C	-7	5	-13	x	-0.6

No.	PfHsp90 yeast 2	CAL PDZ FP-2	MITF act	SR-BI uptake up	Rtt109 HAT inh
21	-6	9	16	x	-3
22	3	-1	-3	20	-1
23	0	-4	1	-13	-1
24	5	-7	-9	-4	-3
25	-7	-5	4	-2	2
26	x	-5	12	-5	23
27	7	3	2	-19	-3
28	7	-4	5	-2	6
29	-3	-4	-7	-10	x
30	-25	-5	-9	x	-1

Pulled by compound from the list above (2):
No.	SMILES	dFosB act	NSD2 inh	PvdQ acylase	SR-BI HDL uptake	CAL PDZ FP-1
5	Cc1ccc(C(=O)Nc2sc(C)c(C)c2C(=O)c2ccccc2)cc1	-6	2	-11	43	-2.1
21	O=C(N/N=C/c1cccc(O)c1)c1cc2c(ccc3ccccc32)o1	37*	0	-2	0	-1.5

No.	PfHsp90 yeast 2	CAL PDZ FP-2	MITF act	SR-BI uptake up	Rtt109 HAT inh
5	8	-3	1	-43	-14
21	-6	9	16	x	-3

Next results
No.	SMILES	dFosB act	NSD2 inh	PvdQ acylase	SR-BI HDL uptake	CAL PDZ FP-1
31	Nc1nc(SCc2ccccc2)n[nH]1	0	-2	-19	-21	-0.6
32	O=C(COc1ccccc1)Nc1ccc(N2CCN(C(=O)c3cccs3)CC2)cc1	6	2	-8	16	0.1
33	Cc1ccc(N=Cc2ccc[nH]2)c(O)c1	-7	5	-5	16	-0.6
34	O=C(NCC1CCCO1)c1cc2nc(-c3ccco3)cc(C(F)(F)Cl)n2n1 (configuration not stated)	-5	-1	7	39	-2.3
35	CN(C)CC/C=C1/c2ccccc2Sc2ccc(Cl)cc21	13	25	-3	-4	-4.1
36	CC(C)NS(=O)(=O)c1ccc(OCC(=O)Nc2ccc3c(c2)OCO3)cc1	7	-5	-3	10	0.0
37	O=C(NC(=S)Nc1cc(S(=O)(=O)N2CCOCC2)ccc1N1CCOCC1)c1ccco1	-12	0	-11	-13	-1.1
38	Cc1ccccc1N1CCN(Cc2c(C#N)c3ccccc3n2C)CC1	-4	-3	-7	51	0.1
39	O=C(c1ccccc1)N1CCCCC(Cl)C1=O (configuration not stated)	6	-2	-6	-3	-0.6
40	Cc1ccccc1NCC(=O)N/N=C/c1ccc([N+](=O)[O-])cc1	0	x	10	-12	-2.9

No.	PfHsp90 yeast 2	CAL PDZ FP-2	MITF act	SR-BI uptake up	Rtt109 HAT inh
31	-3	x	x	21	-2
32	7	5	2	-16	-3
33	-23	-4	17	-16	0
34	-9	-3	8	-39	-8
35	-10	-3	1	4	9
36	7	0	1	-10	-3
37	12	-5	-9	13	14
38	-34	-6	-12	-51	7
39	14	1	0	3	x
40	13	-2	4	12	6

(continued)
No.	SMILES	dFosB act	NSD2 inh	PvdQ acylase	SR-BI HDL uptake	CAL PDZ FP-1
41	CCc1cccc(C)c1NC(=S)N(CCCN1CCN(C)CC1)Cc1cccs1	-3	4	-9	-31	-1.0
42	CCOC(=O)CCN(Cc1cccs1)S(=O)(=O)c1ccc(F)cc1	1	-5	-11	9	-0.5
43	Cc1scc(C(=O)N/N=C/c2ccc(Cl)s2)c1C	-8	-1	-2	-1	0.5
44	CCOC(=O)c1c(NC(=O)CSc2nccn2C)sc(C(=O)NC)c1C	-11	-3	1	3	-0.4
45	CN(CC(=O)Nc1cccc(F)c1)C(=O)CSc1ccccc1	0	-2	-7	-6	-1.6
46	Cc1cc(NS(=O)(=O)c2ccc(NC(=O)COc3ccc(Cl)c(C)c3)cc2)no1	-8	1	-26	x	-1.6
47	CCc1ccc(CN2CCN(S(=O)(=O)Cc3ccccc3)CC2)cc1	-1	-1	-1	15	-0.6
48	CC(C)c1ccccc1-n1c(-c2cccnc2)n[nH]c1=S	-6	-1	-9	-12	-0.4
49	CC1CC(C)CN(S(=O)(=O)CCNC(=O)c2ccccc2)C1 (configuration not stated)	1	-1	-19	-12	0.4
50	COc1ccccc1CNC(=O)CN1C(=O)N(C)C2(CCCCC2)C1=O	-3	4	-16	0	-0.1
51	Cc1ccc(F)cc1NC(=O)CCC(=O)c1cccs1	-6	-3	-7	6	-1.6

No.	PfHsp90 yeast 2	CAL PDZ FP-2	MITF act	SR-BI uptake up	Rtt109 HAT inh
41	35	3	3	31	-8
42	-6	x	-2	-9	-6
43	-54	x	44	1	-2
44	4	x	5	-3	5
45	0	-1	9	6	-11
46	3	-5	-11	x	8
47	14	14	x	-15	-79
48	-28	-3	-2	12	7
49	39	6	0	12	-1
50	x	-3	-5	0	-5
51	-6	1	9	-6	0

Entries by screen from the list:
Compounds 18–26 in SR-BI uptake up: x, 10, x, x, 20, -13, -4, -2, -5
Compounds 18–26 in NSD2 inh: 1, -2, -3, 0, x, 28, 0, x, 16
